Source: PubChem
HT1080-NT tox: kills 2HG-producing HT-1080-NT fibrosarcoma cells; HT-1080-NT fibrosarcoma viability, CellTiter-Glo ATP luminescence, 48 h; Potency, µM (series often up to 46.1 µM), without a hit: at the top dose activity, negative = less viability, actives largely listed as cytotoxic; 1.6% of 360,000 active; AID 686970;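 also: NT is the 2HG producing partner of a matched IDH1 knockdown line; potency is read from the fitted curve at half-maximal effect; 0% = DMSO-treated cells and -100% = media-only wells without cells; nearly all actives have a fitted effect of over 55% in size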
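Luminescent CellTiter-Glo readout after 48 hours of compound exposure at 37 degrees C defined viability of HT-1080-NT cells. Activity was normalized to DMSO wells and cell-free media wells; concentration-response curves were fitted and assigned curve classes.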
ATXN2 expr inh: inhibitors of ATXN2 expression; HEK-293 ATXN2-luciferase reporter, luminescence, 24 h; 0.72% of 360,000 active; Potency, µM (doses to about 57 µM), without a hit: at the highest dose activity change, negative = inhibition, hits mostly inhibitors; AID 1745845; also: potency is read from the fitted curve at half-maximal effect; % is scaled to controls: 0 for no effect and ±100 for the full control effect; nearly all actives have a fitted effect of over 55% in size
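qHTS (up to 57 uM final) was run with 24 h compound exposure of reporter cells at 37 °C. Each well was multiplexed: SteadyGlo luminescence measured ATXN2-luciferase expression after a fluorogenic Gly-Phe-AFC viability readout (25 uM final).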
MCF10A rereplic: DNA re-replication induction in MCF 10a cells; MCF 10A DNA re-replication, Hoechst nuclear intensity, 48 h; Potency, µM (titrated, usually from 46.1 µM), without a hit: at the top dose activity, positive = re-replication, most hits filed as activators; 2.9% of 350,000 active; also: potency is read from the fitted curve at half-maximal effect; % of control where 0% means no effect; nearly all actives have a fitted effect of over 50% in size
KB-3-1 tox: kills parental KB-3-1 adenocarcinoma cells | AID 1347075 | Potency, µM (series often up to 46.1 µM), without a hit: at the highest dose activity change, negative = cytotoxic, hits mostly cytotoxic | KB-3-1 viability, CellTiter-Glo ATP luminescence, 72 h | 1.4% of 400,000 active; also: potency is read from the fitted curve at half-maximal effect; % is scaled to controls: 0 for no effect and ±100 for the full control effect; nearly all actives have a fitted effect of over 60% in size
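Here the drug-naive KB-3-1 line serves as comparator for MDR sub-line selectivity; cells received compound titrations, 72 h at 37 °C, then CellTiter-Glo readout.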
SW480 rereplic: induces DNA re-replication in SW480 colon adenocarcinoma cells; SW480 DNA re-replication, Hoechst DNA content imaging, 48 h; 1.8% of 340,000 active; Potency, µM (titrated, usually from 46.1 µM), for the others: top-dose re-replication activation, most hits filed as activators; also: potency is read from the fitted curve at half-maximal effect; % of control where 0% means no effect; nearly all actives have a fitted effect of over 55% in size
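Per well, 250 cells were exposed to pinned compound for 48 hr. Nuclear DNA was visualised with Hoechst (40 min, 37 C) and total object intensity recorded by fluorescence scanning.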
HT1080 IDH1KD tx: kills HT-1080 cells with IDH1 knockdown; HT-1080 IDH1 knockdown viability, ATP luminescence, 48 h; Potency, µM (highest dose often 46.1 µM), inactives show at the highest dose activity, negative = toxicity, usual class: cytotoxic; 2% of 360,000 active; AID 686971;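 also: potency is read from the fitted curve at half-maximal effect; 0% = DMSO wells and -100% = cell-free medium wells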
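Viability of IDH1-knockdown HT-1080 fibrosarcoma cells was assessed by CellTiter-Glo after 48 h at 37 °C with titrated compound; concentration-effect curves were classified by fit quality and response size.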
WRN helicase inh: inhibitors of human WRN helicase | Q14191 | WRN helicase unwinding, fluorescent forked duplex, kinetic | Potency, µM (highest dose often 114 µM), for inactives: at the top dose activity change, negative = inhibition, usual class: inhibitors | 0.46% of 360,000 active | AID 651768; also: potency is read from the fitted curve at half-maximal effect; % is scaled to controls: 0 for no effect and ±100 for the full control effect; nearly all actives have a fitted effect of over 55% in size
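WRN at 20 nM final preincubated with compound 15 min at room temperature; reaction started with 100 nM fluorophore/quencher forked duplex oligonucleotide and 2 mM ATP final. Unwinding followed kinetically by red fluorescence (ex 525, em 598 nm).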
KB-V1 cytotox: kills drug-selected multidrug resistant KB-V1 cells; KB-V1 MDR cells viability, CellTiter-Glo, 72 h; Potency, µM (series often up to 46.1 µM), for the others: top-dose activity change, negative = cytotoxicity, actives largely listed as cytotoxic; 3.4% of 400,000 active; AID 1347076; also: potency is read from the fitted curve at half-maximal effect; % is scaled to controls: 0 for no effect and ±100 for the full control effect; nearly all actives have a fitted effect of over 60% in size
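KB-V1 MDR subline cells in DMEM (phenol-red free, 10% FBS) exposed to compounds in qHTS concentration series for 72 h at 37 degrees C. Viability read by CellTiter-Glo luminescence; concentration-effect curves fitted after normalization and correction.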
IL-1B inflam inh: inhibitors of inflammasome signaling (IL-1 beta secretion); THP-1 LPS/ATP IL-1B secretion, AlphaLISA, 16 h; hits give low values; AID 743279; activity change, % at 57.5 µM; 4.7% of 360,000 active; in the data active = activity change below about -50%; inconclusive = mostly about -30% to -49%; also: % is scaled to controls: 0 for no effect and ±100 for the full control effect
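THP-1 cells pretreated 1 hr with compounds (up to 57.5 uM final), then stimulated with LPS (250 ng/mL final) plus ATP (1.25 mM final); secreted IL-1B measured by AlphaLISA after 16 hr, decreased signal indicating inhibition.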
The depositor's hits bear a star; ? = inconclusive; · = not tested or not shown; [ ] = remark or other dose. Unless noted, calls follow the shape of the dose curve; as a rule, active = well fitted curve in the direction sought with a large enough effect; inconclusive = small, poorly fitted or top-dose-only effect, or another doubt; inactive = no such curve, though single readings can be large; an effect the other way counts as inactive or inconclusive.

Compound	HT1080-NT tox	ATXN2 expr inh	MCF10A rereplic	KB-3-1 tox	SW480 rereplic	HT1080 IDH1KD tx	WRN helicase inh	KB-V1 cytotox	IL-1B inflam inh
COc1cccc(NC(=O)CN(C)C(=O)CC(C)c2ccccc2)c1 (configuration not stated)	16%	4%	1%	-6%	-6%	0%	2%	-15%	-3
Cc1ccc(C(=O)c2ccccc2C(=O)OCC(=O)NCCc2ccc(Cl)cc2Cl)cc1	-12%	-12%	1%	7%	·	-18%	-7%	-28%	-17
Cc1c(C(=O)NCCN2CCOCC2)oc2ccccc12	10%	-25%	0%	3%	-5%	14%	3%	7%	0
CC1CC(=O)N(CC(=O)NCc2ccccc2)c2ccccc2S1(=O)=O (configuration not stated)	6%	15%	-1%	14%	-5%	17%	-1%	-6%	11
O=[N+]([O-])c1ccccc1OCCCn1cnc2ccccc21	-15%	77%[activator]	2%	-29%	2%	-14%	-11%	7.3µM*	-24
COc1ccccc1-c1nc(-c2cccc(C)c2)no1	-18%	91%[activator]	18%	?	0%	-17%	-17%	-13%	0
Cc1cc(=O)n2c(nc3ccccc32)[nH]1	3%	-7%	-3%	-1%	-12%	4%	-4%	-2%	-12
COc1ccccc1NC(=O)CCN1CCN(C)CC1	10%	·	0%	0%	0%	19%	1%	10%	7
OC(COCCOc1ccc(Br)cc1)CN1CCN(Cc2ccccc2)CC1 (configuration not stated)	-15%	?	9%	?	-1%	-16%	-12%	-15%	?
CCS(=O)(=O)c1nc(S(=O)(=O)c2ccc(C)cc2)c(N2CCC3(CC2)OCCO3)s1	0%	4%	-1%	7%	16%	12%	-8%	-5%	-13
N#CCc1cccnc1Sc1ccc(Cl)cc1	5%	-13%	-1%	1%	-11%	3%	3%	12%	1
O=C(c1ccncc1)N1CCN(C2CCCCC2)CC1	3%	-15%	-4%	0%	-16%	10%	-13%	3%	3
CCN(Cc1ccccc1)CC(O)COc1ccccc1 (configuration not stated)	2%	-8%	18%	-8%	-5%	5%	11%	-1%	-8
O=C(Nc1cccc(C2OCCCO2)c1)c1cccs1	10%	6%	1%	-8%	2%	16%	-28%[57.1 µM]	?	-5
COc1ccccc1NC(=O)Cc1nc(CCl)cs1	12%	-26%	-4%	0%	·	6%	-27%	-24%	13
CC(C)C[C@H]1CNC(=S)N1CC1CCCN1C[C@H](Cc1ccccc1)N1C[C@H](Cc2ccc(O)cc2)N(CC2CCCCC2)C1=S (some centres not stated)	-27%	-17%	-41%[inhibitor]	?	4.6µM*	?	-10%	?	?
CCOc1ccccc1NC(=S)NC(=O)CCCOc1ccc(Cl)cc1Cl	11µM*	-20%	26%	-1%	-2%	?	-26%	-12%	-1
CN(CC(=O)Nc1ccc(N2CCOCC2)cc1)C(=O)CCc1ccccc1Cl	-1%	3%	7%	7%	9%	-7%	-11%	?	9
Cc1nnc(C)n1/N=C/c1cccnc1	9%	2%	0%	-4%	0%	8%	9%	8%	7
Nc1nc(N2CCCCC2)nc2ccccc12	-2%	7%	7%	-14%	-9%	-5%	-10%	1%	4
CCCOc1ccc(C(=O)N2CC3(CC(c4cccc(NC(=O)[C@@H]5CCC(=O)N5)c4)=NO3)C[C@H]2C(=O)NC2(C(N)=O)CC2)cc1 (some centres not stated)	13%	12%	2%	25%	-2%	12%	-1%	?	-10
CC(=O)Nc1sc2c(c1C#N)CCCC2	-5%	4%	10%	17%	-6%	-7%	-12%	2%	25
CCCC(=O)Nc1ccc(S(=O)(=O)N2CCCC2)cc1	2%	-7%	-2%	9%	0%	7%	-14%	?	7
Cc1cccc(NC(=O)C2CCN(C(=O)NC3CCCCC3)CC2)c1	-2%	-5%	-6%	8%	-3%	-12%	-5%	-27%	16
[O-][N+]12CCN(CC1)c1ccccc12	-1%	-1%	0%	9%	-4%	0%	-9%	4%	11
CC1CCc2c(sc3ncn4c(SCC(=O)NCc5ccco5)nnc4c23)C1 (configuration not stated)	1%	-2%	-8%	6%	-2%	9%	-16%	19%	4
COc1ccc(-c2oc3ccc(-c4ccc(OC)nc4)cc3c2C#CC2(O)CCCCC2)cc1	?	-6%	?	-23%	14%	-27%	6%	7%	4
Cn1nc(C(C)(C)C)c([N+](=O)[O-])c1C(=O)Nc1ccccc1	7%	-11%	8%	8%	15%	1%	2%	3%	-3
COc1ccccc1N(CC(=O)NCCc1ccccc1)C(=O)CCC(=O)Nc1cc(C)ccn1	2%	-7%	-4%	11%	-1%	-1%	-1%	?	-5
CCOc1cc(N2CCOCC2)c(OCC)cc1NC(=O)CSc1n[nH]c(N)n1	5%	1%	-1%	4%	-2%	1%	8%	2%	34

Compound	HT1080-NT tox	ATXN2 expr inh	MCF10A rereplic	KB-3-1 tox	SW480 rereplic	HT1080 IDH1KD tx	WRN helicase inh	KB-V1 cytotox	IL-1B inflam inh
Cn1c(CN2CCCC2)nc2cc(NC(=O)COc3ccc(Cl)cc3)ccc21	?	-32%	29%	4%	6%	?	2%	-25%	-68*
O=C(CSc1nc2cc(Cl)ccc2s1)NC(=O)NCc1ccco1	?	-19%	-27%	-1%	18%	-2%	?	-6%	25
Cc1cnccc1CN(C)C(=O)CC1C(=O)NCCN1CC1CCCCC1 (configuration not stated)	4%	3%[11.3 µM]	-1%	4%	21%	8%	-2%	16%	34
CCn1cc(C(C)NC(=O)Nc2ccccc2C(=O)OC)c(C)n1 (configuration not stated)	1%	21%	0%	2%	0%	4%	-2%[57.1 µM]	-24%	10
Cc1cc(C(=O)NC2CC(C)(C)Cc3c2cnn3-c2ccccc2C)c(C)o1 (configuration not stated)	-8%	51%[activator]	8%	-30%	?	-23%	0%	-7%	-19
Cc1ccc(NC2=Nc3ccccc3CS2)cc1	-11%	-4%	6%	13%	-3%	-2%	0%	16%	12
O=[N+]([O-])c1ccc(-n2cnc3ccccc32)c([N+](=O)[O-])c1	-4%	-8%	?	-12%	?	-1%	2%	-8%	26
CCOC(=O)C1CCCN(C(=O)COc2ccc(N(C)S(=O)(=O)c3ccc(C)cc3)cc2)C1 (configuration not stated)	-7%	·	3%	3%	2%	2%	1%	3%	4
CCOC(=O)C1CCN(C(=O)COc2ccc3c(c2)OCO3)CC1	16%	-4%	-4%	6%	-3%	14%	-1%	-11%	-6
COc1ccccc1C(=O)NNC(=S)NC(=O)c1sc2ccccc2c1Cl	-26%	-6%	?	-38%	?	?	-13%	-23%	6
CCOc1cc(N2CCOCC2)c(OCC)cc1NC(=O)c1ccc2ccccc2n1	2%	-2%	9%	1%	?	-3%	9%	-20%	-22
CSc1ncnc2c1ncn2CCCN1CCN(c2ccccn2)CC1	-1%	-2%	·	2%	·	0%	-6%	0%	30
Cc1cccnc1NCC(O)COc1ccccc1 (configuration not stated)	7%	-5%	0%	7%	-13%	3%	6%	10%	-1
COc1ccc(C2/C(=C(\O)c3ccc4c(c3)OCCO4)C(=O)C(=O)N2CCCN(C)C)c(OC)c1 (configuration not stated)	-6%	-10%	?	12%	3%[9.22 µM]	-1%	-17%	3%	7
COC(=O)C1CCN(C(=O)CCCOc2ccccc2)CC1	18%	12%	-2%	3%	-3%	10%	0%	5%	-7
CCCCCCCCCCOC(=O)NC1CCS(=O)(=O)C1 (configuration not stated)	-26%	-30%	4%	-3%	-2%	-28%	0%	?	-4
COc1ccc(O)c(C(=O)c2cnn(-c3ccccn3)c2)c1	-27%	40%[activator]	-1%	10%	2%	-3%	-9%	?	-21
O=C(c1ccncc1)N1CCN(C(=O)c2cccs2)CC1	8%	-1%	2%	14%	3%	12%	4%	14%	14
Cc1ccc([C@@H]2C[C@H]3[C@@H](CN2S(=O)(=O)c2ccc(C)cc2)C(=O)C[C@@H](c2ccc(Cl)cc2)N3S(=O)(=O)c2ccccc2C)cc1	1%	6%	·	10%	·	5%	-7%	?	16
CC(C)CC(COCc1cccc(C(F)(F)F)c1)N1CCN(C(=O)c2cccc(C(F)(F)F)c2)CCC1=O (configuration not stated)	-9%	?	?	-12%	23%	-6%	-12%	?	-67*
Cc1csc(NC(=O)CCN2C(=O)c3ccccc3S2(=O)=O)n1	14%	1%	-23%	-4%	1%	-7%	-9%	-5%	0
Cc1ccccc1S(=O)(=O)NC(=O)C1(C)CCN1C(=O)COc1ccc(Cl)cc1 (configuration not stated)	23%	7%	·	0%	·	10%	7%	4%	10
CCn1c(SCC(=O)Nc2ccc(OC)cc2)nnc1-c1ccco1	21%	-5%	1%	22%	18%	13%	10%	-15%	-11
CCN1CCN(S(=O)(=O)c2ccc(OC)c3ccccc23)CC1	-26%	15%[2.22 µM]	24%	0%	1%	-23%	6%[57.1 µM]	-13%	-2
Cc1oncc1C(=O)Nc1cccc(C#N)c1	3%	-22%	1%	-4%	-2%	12%	9%	-1%	4
CCOc1ncccc1C(=O)N1CCN(S(=O)(=O)c2cccs2)CC1	4%	·	9%	3%	-10%	2%	11%	-2%	-7
COC(=O)C1=CO[C@@H](C)[C@H]2CN3CCc4c([nH]c5ccccc45)[C@@H]3C[C@H]12	-30%	11%	-13%	-1%	-31%[inhibitor]	-29%	-9%	?	-21

SW480 rereplic: hit marks shown above
Molecule | SW480 rereplic | WRN helicase inh | IL-1B inflam inh
CC(C)C[C@H]1CNC(=S)N1CC1CCCN1C[C@H](Cc1ccccc1)N1C[C@H](Cc2ccc(O)cc2)N(CC2CCCCC2)C1=S (some centres not stated) | 4.6µM* | -10% | ?
